# Bioassay records: PubChem, National Center for Advancing Translational Sciences (NCATS)
# AmpC inh detg: AmpC beta-lactamase inhibition with detergent present. AmpC hydrolysis of nitrocefin, absorbance 480 nm, 0.01% Triton. Potency, µM (doses to about 114 µM), for inactives: at the top dose activity change, negative = inhibition, usual class: inhibitors. actives 0.041% (n = 370,000);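 note: potency is the fitted concentration of half-maximal effect; 0% = no-compound wells and -100% = no-enzyme wells; nearly all actives have a fitted effect of over 25% in size; some results filed as inactive show a strong effect at the top dose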
# Target sequence (P00811 whole entry, looked up): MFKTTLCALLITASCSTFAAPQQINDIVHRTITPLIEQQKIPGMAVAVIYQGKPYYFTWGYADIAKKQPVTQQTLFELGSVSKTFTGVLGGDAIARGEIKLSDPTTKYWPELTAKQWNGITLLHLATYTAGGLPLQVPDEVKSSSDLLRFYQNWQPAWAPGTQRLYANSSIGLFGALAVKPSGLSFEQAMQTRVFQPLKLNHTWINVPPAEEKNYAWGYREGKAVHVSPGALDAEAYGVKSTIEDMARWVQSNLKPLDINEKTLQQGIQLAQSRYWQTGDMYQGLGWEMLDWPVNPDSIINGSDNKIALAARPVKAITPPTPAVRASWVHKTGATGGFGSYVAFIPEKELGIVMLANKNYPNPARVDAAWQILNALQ
#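 AmpC (5.3 nM in the dispensed reagent) in 20 mM phosphate pH 7.0 with 0.01% (detergent screen) or 0.0001% Triton X-100 was preincubated with compounds for 15 min at room temperature. Nitrocefin was then added from an 800 uM solution, and hydrolysis was followed at 480 nm.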
# HCMV antiviral: human cytomegalovirus inhibition; actives 4.5% (n = 410,000); AID 1259415; activity change, negative = inhibition, % at 57.5 µM; HFF cells, HCMV-luciferase reporter, 72 h; active compounds read low; in the data active = activity change below about -60%; inconclusive = no clear call, values can overlap the other calls; inactive = above about -39%
#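 Two-dose cell screen: HFF monolayers treated with compounds and infected with luciferase-expressing HCMV at 1 PFU/cell, 72 h at 37C, then lysed for luciferase measurement.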
# AmpC inh no detg: inhibitors of E. coli AmpC beta-lactamase without detergent; P00811; AmpC nitrocefin hydrolysis, absorbance 480 nm, 0.0001% Triton; Potency, µM (titrated, usually from 57.1 µM), for the others: at the top dose activity change, negative = inhibition, hits mostly inhibitors; actives 0.52% (n = 330,000);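 note: potency is the fitted concentration of half-maximal effect; plate controls were no compound for no effect and no enzyme for full effect; nearly all actives have a fitted effect of over 20% in size; some results filed as inactive show a strong effect at the top dose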
#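 AmpC (5.3 nM in the dispensed reagent) in 20 mM phosphate pH 7.0 with 0.01% (detergent screen) or 0.0001% Triton X-100 was preincubated with compounds for 15 min at room temperature. Nitrocefin was then added from an 800 uM solution, and hydrolysis was followed at 480 nm.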
# Giardia FBPA inh: Giardia lamblia aldolase inhibition | AID 2451 | purified Giardia FBPA | Potency, µM (titrated, usually from 59.6 µM), without a hit: top-dose activity, negative = inhibition, actives largely listed as inhibitors | actives 0.71% (n = 290,000) | A8B2U2; note: potency is the fitted concentration of half-maximal effect; nearly all actives have a fitted effect of over 55% in size
# Target sequence (A8B2U2 whole entry, looked up): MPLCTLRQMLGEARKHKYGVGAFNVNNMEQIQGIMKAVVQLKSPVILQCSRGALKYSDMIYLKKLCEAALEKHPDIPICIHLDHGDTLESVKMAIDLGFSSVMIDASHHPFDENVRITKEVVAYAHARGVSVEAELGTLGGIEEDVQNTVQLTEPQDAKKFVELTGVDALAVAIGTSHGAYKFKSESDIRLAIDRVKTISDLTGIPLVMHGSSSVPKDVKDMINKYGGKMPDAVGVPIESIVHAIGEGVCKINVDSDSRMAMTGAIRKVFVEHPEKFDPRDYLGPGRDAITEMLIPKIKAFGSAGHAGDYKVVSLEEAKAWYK
#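 Giardia FBPA (40 nM reagent) was preincubated 10 min at RT with compound (up to 57.5 uM final), then substrate plus GAPDH/TPI/NAD/arsenate coupling system with diaphorase/resazurin was added; resorufin fluorescence (525/598 nm) was read after 20 min.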
# AMA1 RON2 block: AMA1-RON2 (P. falciparum) interaction inhibition. AlphaScreen AMA1-biotinylated RON2 peptide binding. Potency, µM (titrated, usually from 58.2 µM), inactives show top-dose activity change, negative = inhibition, actives largely listed as inhibitors. actives 0.2% (n = 360,000);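 note: potency is the fitted concentration of half-maximal effect; 0% = vehicle wells and -100% = peptide control; nearly all actives have a fitted effect of over 45% in size; some results filed as inactive show a strong effect at the top dose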
#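 AMA1 (3D7) with his tag at 25 nM final met compounds first, then biotinylated RON2 peptide at 25 nM; detection used donor plus acceptor beads, 10 µg/mL apiece, read by AlphaScreen after 30 min at room temperature.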
# Sm TGR block: inhibitors of Schistosoma mansoni thioredoxin glutathione reductase. Q962Y6. purified TGR, DTNB reduction, TNB absorbance 405 nm. Potency, µM (doses to about 114 µM), for inactives: top-dose activity change, negative = inhibition, actives largely listed as inhibitors. actives 3% (n = 360,000). AID 485364; note: potency is the fitted concentration of half-maximal effect; nearly all actives have a fitted effect of over 60% in size
#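 TGR 20 nM + NADPH 100 uM (dispensed conc.), cpd preinc 15 min RT; start with NADPH (500 uM addition) then DTNB (15 mM addition). Kinetic TNB absorbance, 405 nm filter. Four-parameter Hill fit across titration.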
# * = called active by the depositor; ? = inconclusive; · = not tested or not shown; & = joins results of further samples; [ ] = another dose, or the depositor's remark. Unless noted, calls come from the whole dose curve; as a rule, active = well fitted curve in the direction sought with a large enough effect; inconclusive = small, poorly fitted or top-dose-only effect, or another doubt; inactive = no such curve, though single readings can be large; an effect the other way counts as inactive or inconclusive. Unless noted, % is set by controls: 0 for no effect and ±100 for the full control effect.
SMILES,AmpC inh detg,HCMV antiviral,AmpC inh no detg,Giardia FBPA inh,AMA1 RON2 block,Sm TGR block
Cc1cccc(NC(=O)CSc2nc(=O)n(Cc3ccncc3)c3c2CCC3)c1C,-1%,-10,·,·,·,0%
CCC1CN(C(=O)Nc2cccc(C)c2)c2cc(C)ccc2O1 (centres undefined),6%,-9,-21%,0%,?,9%[57.1 µM]
O=C(Nc1cccc(NC(=O)c2ccc(Br)o2)c1)c1ccccc1,-3%&11%,-11&8,-47%,8%,-13%,-22%&8%
Cc1cc(OCC(=O)N2CCC(C(N)=O)CC2)c2c(C)cc(=O)oc2c1,-14%,1,-16%,4%,4%,-13%
Cn1c(C(=O)NCCCN2CCN(c3ccccc3F)CC2)cc2c(=O)[nH]c3ccccc3c21,-14%,89,13%,12%,-4%,3%
Cc1cccc(-c2nc(CN3CCCC(C(=O)NC4CCCCC4)C3)c(C)o2)c1 (centres undefined),-8%,-21,215%[activator],4%,-10%,-28%
COc1ccc(C(=O)Nc2cccc(OC(=O)c3ccc(C)c(C)c3)c2)cc1,-5%,58,-42%,1%,-1%,7%
CCOC(=O)/C(C#N)=C/c1cc2ccc(C)cc2nc1Cl,-3%,-1,-16%,-20%,-25%,-8%
COc1cc(/C=C2\SC(=S)N(Nc3ncc(C(F)(F)F)cc3Cl)C2=O)cc(OC)c1OC,?,-10,-3%,-8%,-2%,8%
COc1ccc(OC)c(/C=N\NC(=O)CC(=O)NCCc2ccccc2)c1,3%,-27,-21%,-12%,-14%,-7%
CC1CCCC(C)N1NC(=S)Nc1ccc(OC(F)F)cc1 (centres undefined),?,-1,-27%,0%,68%[activator],-24%
O=C(c1ccc(N2CCOCC2)c([N+](=O)[O-])c1)N1CCCCC1,-13%,-13,-3%,·,0%,-2%
O=C(c1cc(-c2ccncc2)nc2ccccc12)N1CCN(c2ccccc2O)CC1,1%,6,105%[activator],·,6%,-23%
O=C(CCC(=O)N1CCOc2ccc(Cl)cc21)NCCCN1CCN(Cc2ccccc2)CC1,-2%,-39,144%[activator],-9%,-5%,-3%
NS(=O)(=O)c1ccc(CCNc2nc(C(F)(F)F)nc3ccccc23)cc1,?,-69*,-40%,5%,14%,-4%
CCCn1c(SCC(=O)NCc2ccc(F)cc2)n[nH]c1=O,-2%,-26,-9%,0%,10%,4%
COc1cc(/C=C2/C(=O)ON=C2c2ccccc2)ccc1O,-3%,2,-30%,-3%,2%,25µM*
CCCCN(CC)CCCNC(=S)Nc1ccc2nc(N3CCN(CC)CC3)cc(C)c2c1,0%,-29,2%,-1%,-4%,-28%
c1ccc(CCn2nnc3ccccc32)cc1,-7%,17,-1%,20%,20%,-16%
CCS(=O)(=O)N1CCN(C2CCC(C)CC2)CC1 (centres undefined),?,-18,7%,-5%,?,-2%
CCOC(=O)Cn1c(=O)oc2cc(S(=O)(=O)Nc3cc(Cl)ccc3OC)ccc21,-16%,-9,27%,12%,-2%,0%
COc1ccccc1N1CCN(C(=O)c2c(-c3c(F)cccc3Cl)noc2C)CC1,5%,-21,130%[activator],8%,0%,-1%
Cc1cc(Br)ccc1N=C1NC(=O)CS1,-9%,-19,-2%,1%,8%,3%
COc1ccc(CCNC(=O)CCc2c(C)nc3cc(-c4ccccc4)nn3c2C)cc1OC,-8%,-40,·,·,·,-11%
COc1ccc(CNC(=O)C(NS(=O)(=O)c2cccc3nsnc23)C(C)C)cc1 (centres undefined),0%,10,-7%,·,-5%,-16%
COc1ccc(OC)c(NC(=O)c2c(N3CCCC3=O)c3cc(OC)ccc3n2C)c1,0%,10,·,·,·,-5%
C/C(=N\OC(=O)c1ccc(Br)cc1)c1ccccn1,4%,-25,-22%,3%,73%[activator],-8%
C[C@@H](C(=O)OCn1nnc2ccccc2c1=O)N1C(=O)C2CCCCC2C1=O (some centres undefined),3%,-1,-8%,5%,-4%,?
C[C@H](CO)N1C[C@H](C)[C@@H](CN(C)S(=O)(=O)c2cccs2)Oc2ccc(NS(=O)(=O)c3ccccc3)cc2C1=O,·,47,125%[activator],·,25%,·
O=C(O)CC/C(=N\NC(=O)CNC(=O)c1cccc(Cl)c1)c1ccccc1,-11%,-19,-8%,5%,-3%,-3%
O=S(=O)(CC12C3C4C5C1C2C(Br)(C43)C51OCCO1)c1ccccc1 (centres undefined),?,53,-13%,9%,-7%,-1%
CCc1cccc(OCC(=O)Nc2c[nH]c(=O)[nH]c2=O)c1,-6%,-17,-16%,6%,2%,-16%
Cn1c(=O)c(=O)n(C)c2cc(S(=O)(=O)N3CCCC3C(=O)NCc3cccs3)ccc21 (centres undefined),2%,4,0%,1%,-19%,1%
CCCN1C(=O)C(O)(C2COC(C)(C)CC2=O)c2ccccc21 (centres undefined),4%,10,-3%,4%,-2%,0%
Cc1ccccc1C(=O)Nc1nnc(-c2ccco2)s1,0%,16,-20%,0%,0%,-6%
COc1ccc([N+](=O)[O-])cc1NC(=O)Nc1ccccc1,1%,-39,-25%,1%,16%,8%
CCn1cc(S(=O)(=O)c2ccccc2)c(=O)c2cc(F)c(F)cc21,12%,-8,·,·,·,4%
CC(C)(C)C1CCC(=NNC(=O)CN(c2ccccc2)S(C)(=O)=O)CC1 (centres undefined),-1%,?,-15%,-2%,35%[activator],9%
CCc1cccc2c1NC1(CCCC1)CC2C (centres undefined),-2%,-4,-39%,-22%,-7%,-13%
Cc1cccc(C(=O)NC(=O)Nc2ccc(-c3cc(C(F)(F)F)nn3-c3ccccc3)cc2)c1,8%,5,·,·,·,17%
CN(C)c1nc(Oc2ccc(C(=O)OCC(=O)Nc3ccccc3)cc2)nc(N(C)C)n1,-4%,27,0%,4%,1%,-1%
Cc1cccc(N2C(=O)CC(N3CCOCC3)C2=O)c1 (centres undefined),?,6,-13%,2%,0%,50µM*
CCOC(=O)N1CCC(NC(=O)CSc2cc(=O)n(CC)c3ccccc23)CC1,-5%,65,64%[activator],0%,21%,8%
O=C(O)c1cccc(N/N=C(\N=Nc2ccccc2)c2ccccc2)c1,?,-3,-16%,·,-17%,-34%
COc1ccc(N(CC(=O)N/N=C/c2cc3ccc(OC)cc3nc2Cl)S(=O)(=O)c2ccccc2)cc1,?,·,-20%,-3%,·,-1%
COC(=O)c1ccc(NC(=O)C(=O)NCC(c2cccnc2)N2CCc3ccccc32)cc1 (centres undefined),11%,11,·,·,·,2%
CCn1c(COc2ccc(C)cc2)nnc1SCc1ccc(C#N)cc1,-4%,?,27%,4%,-4%,-12%
Cc1ccc2oc(C(=O)N(C)Cc3ccc(C)o3)c(C)c2c1,-9%,-10,19%,-16%,-12%,2.2µM*
O=C(CCN1C(=O)c2ccccc2C1=O)C1=NN[C@@H]2C(=O)N(c3ccc(F)cc3)C(=O)[C@H]12,7%,-17,-17%,9%,4%,4%
CC(C)OC(=O)NCCOC(=O)Nc1cccc(Cl)c1,-9%,2,-11%,-2%,4%,-30%
# (continued)
SMILES,AmpC inh detg,HCMV antiviral,AmpC inh no detg,Giardia FBPA inh,AMA1 RON2 block,Sm TGR block
CC(C)(C)NC(=O)CN1CCCN(C(=O)COc2ccc(Cl)c3ccccc23)CC1,10%,-7,251%[activator],·,13%,-6%
CC(C)CN(CCNC(=O)c1cn(C)c2ccc(S(=O)(=O)N3CCOCC3)cc2c1=O)CC(C)C,-1%,17,·,·,·,3%
Cn1c(=O)c(=O)n(C)c2cc(S(=O)(=O)N3CCN(c4ccccc4)CC3)ccc21,2%,-36,·,·,·,1%
O=C(CSc1ncn[nH]1)Nc1cccc(S(=O)(=O)N2CCCCCC2)c1,2%,-29,-20%,17%,9%,-4%
COc1ccc(N(CC(=O)N2CCN(C)CC2)S(=O)(=O)c2ccccc2)cc1OC,-9%,-18,-1%,5%,0%,-2%
Cc1onc(-c2ccccc2)c1CNS(=O)(=O)c1ccc(F)cc1F,-2%,-8,-17%,1%,3%,1%
COc1cc2c(cc1OC)C(C(=O)NCc1ccco1)C(c1cccs1)N(C)C2=O (centres undefined),?,?,-9%,-1%,-4%,-1%
CN1CCN(S(=O)(=O)c2ccc(NN)nc2)CC1,?,-23,9%,·,41%[activator][11.6 µM],-11%
COc1ccc(OC)c(NC(=O)c2ccc(Cl)cc2)c1,0%,30,-18%,-7%,-23%,·
COc1ccc(S(=O)(=O)N2CCC(C(=O)N[C@H](C(=O)NC3CCCC3)C(C)C)CC2)cc1,0%,-22,-6%,·,-5%,89µM*

# Only AmpC inh detg and Sm TGR block, for 2 of the compounds above:
Molecule	AmpC inh detg	Sm TGR block
Cc1onc(-c2ccccc2)c1CNS(=O)(=O)c1ccc(F)cc1F	-2%	1%
COc1cc2c(cc1OC)C(C(=O)NCc1ccco1)C(c1cccs1)N(C)C2=O (centres undefined)	?	-1%

# Not a retest: entries from further up.
SMILES,AmpC inh detg,HCMV antiviral,AmpC inh no detg,Giardia FBPA inh,AMA1 RON2 block,Sm TGR block
CC(C)CN(CCNC(=O)c1cn(C)c2ccc(S(=O)(=O)N3CCOCC3)cc2c1=O)CC(C)C,-1%,17,·,·,·,3%
Cn1c(=O)c(=O)n(C)c2cc(S(=O)(=O)N3CCN(c4ccccc4)CC3)ccc21,2%,-36,·,·,·,1%
O=C(CSc1ncn[nH]1)Nc1cccc(S(=O)(=O)N2CCCCCC2)c1,2%,-29,-20%,17%,9%,-4%

# (more compounds)
SMILES,AmpC inh detg,HCMV antiviral,AmpC inh no detg,Giardia FBPA inh,AMA1 RON2 block,Sm TGR block
Cc1nnc(SCC(=O)Nc2sc3c(c2C#N)CCCCC3)n1N,1%,63,47%,-16%,3%,-2%
Cc1ccc2nc(/C(C#N)=C/c3ccc(-c4cccc([N+](=O)[O-])c4)o3)[nH]c2c1,-11%,-62*,11µM*,-2%,?,-13%
Cc1ccc2c(Cl)cc(Cl)c(OCC(=O)N3CCOCC3)c2n1,?,9,-9%,·,-8%,-18%
COc1ccc(-c2csc(Nc3cccc(C)n3)n2)cc1,-8%,253,-25%,8%,-6%,-23%
O=C(CCC(=O)N1CCOc2ccc(Cl)cc21)N1CCN(c2ccccn2)CC1,-14%,16,120%[activator],-2%,0%,-14%
Cc1nc2ccc(F)cc2cc1C(=O)Nc1cccc(Cl)c1C,2%,11,-12%,-1%,5%,2%
Cc1cc(NC(=O)c2ccco2)c(=O)n(Cc2c(F)cccc2Cl)c1,-18%,?,-19%,5%,-9%,-10%
COc1cc(C(=O)NC2CCCc3ccccc32)cc(OC)c1OC (centres undefined),?,50,19%,10%,19%,2%
COc1ccc(-c2nc(-c3ccccn3)nc(N3CCN(C)CC3)c2C#N)cc1,5%,?,153%[activator],9%,42%[activator],1%
COc1ccc(Cn2c(=S)[nH]c3cc(C(=O)NCCCN4CCOCC4)ccc3c2=O)cc1,0%,-65*,35%,2%,35%[activator],6%
COC(=O)[C@@H]1CCCN1C(=O)CCc1nnc(CCC2CCCCC2)o1,2%,76,31%,0%,-9%,9%[57.1 µM]
Cc1cc(C)c(NC(=O)CCCC(=O)O)c(Cl)c1,?,16,-9%,5%,-3%,14%

# This is a random part of the collection; any-hit rate near 7.8%.
